From PubChem BioAssay
MazF activator = MazEF (E. coli) toxin RNase activation; P0AE70; FAM/BHQ RNA-DNA oligo cleavage fluorescence, 5 h; activation, % at 20 µM; 350,000 tested, 0.32% active; AID 504720; in the data active = activation above about 50%
VHR inh abs = blocks human VHR1 dual specificity phosphatase; recombinant VHR phosphatase, pNPP absorbance; inhibition, % at 13.3 µM; 290,000 tested, 0.52% active; AID 1654; in the data active = inhibition above about 50%; also: some compounds called inactive have numbers as strong as hits
TcdB GH inh = inhibitors of Clostridioides difficile toxin B glycohydrolase; P18177; TcdB glycohydrolase enzymatic assay, plate reader; inhibition, % at 9.99 µM; 350,000 tested, 0.24% active; in the data active = inhibition above about 10%
Y pestis TopoI = inhibitors of Yersinia pestis topoisomerase I | Y. pestis Topo-I cleavage product accumulation, plate reader | activity, % at 10 µM | 360,000 tested, 0.064% active; in the data active = activity above about 50%, passing the limit was not always enough; also: inactives centre near 2
PfHsp40 yeast = compounds rescuing yeast from Plasmodium falciparum HSP40 toxicity. S. cerevisiae expressing PfHsp40, growth rescue, ATP luminescence. growth rescue, % at 12.5 µM. 340,000 tested, 0.68% active; in the data active = growth rescue above about 28%, passing the limit was not always enough;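 also: yeast W303a lacking pdr1 and pdr3 grown in galactose medium; growth measured after three days at 30 °C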
PriA SSB inh = inhibitors of Klebsiella pneumoniae PriA binding to SSB C-terminal tail; 430,000 tested, 0.6% active; AlphaScreen SSBct-PriA binding, biotinylated peptide; AID 1272365; inhibition, % at 33 µM; in the data active = inhibition mostly above about 37%, no sharp cut-off; inactive = mostly below about 20%;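 also: plate controls were negative control peptide for no effect and reference peptide for full effect; strong numbers were not always called active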
Rv3671c protease = inhibits the M. tuberculosis serine protease Rv3671c; P9WHR9; inhibition, % at 5.96 µM; 320,000 tested, 0.048% active; AID 2606; in the data active = inhibition above about 38%;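 also: extracellular domain of Rv3671c used as enzyme; 0% = enzyme with DMSO and 100% = no enzyme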
Vc quorum ag = induces V. cholerae light production without autoinducers. activation, % at 18.7 µM. V. cholerae BH1578 lux reporter, luminescence, 6 h. 350,000 tested, 0.16% active; in the data active = activation mostly above about 9.7%, no sharp cut-off; also: not every result past the cut was called active; inactives centre near 0; reference of the scale not given here
Anthrax LF inh2 = blocks Bacillus anthracis lethal factor protease; multiplex microsphere protease cleavage assay, LF; P15917; 360,000 tested, 0.12% active; inhibition, % at 10 µM; AID 588501; in the data active = inhibition above about 30%; also: plate controls were buffer without enzyme for full effect and enzyme alone for no effect
SARS 3CLpro inh = SARS-CoV 3CLpro protease inhibition; P0C6X7; recombinant SARS-CoV 3CLpro, quenched FRET peptide cleavage; inhibition, % at 6 µM; 290,000 tested, 0.14% active; AID 1706; in the data active = inhibition above about 12%
Numbers without * were called inactive; i = inactive; nt = not tested or not shown. A portion of the library; count on the stated rates, not on these rows.

SMILES	MazF activator	VHR inh abs	TcdB GH inh	Y pestis TopoI	PfHsp40 yeast	PriA SSB inh	Rv3671c protease	Vc quorum ag	Anthrax LF inh2	SARS 3CLpro inh
Cc1nnc(SCC(=O)Nc2nccs2)s1	6	36	nt	7	-1.3	-8	4	i	-3	-2
CCN=C1SC(C(N)=O)CC(=O)N1CC (stereo not drawn)	1	10	nt	-5	-0.8	-6	-10	-0.4	-6	-5
COc1ccc(CCN(C)C2CCCN(S(=O)(=O)c3ccccc3F)C2)cc1OC (stereo not drawn)	8	32	-3.4	11	-0.8	-2	nt	i	27	-3
Cc1cc(C)cc(-n2nnnc2SCC(=O)Nc2nc(-c3ccc(F)cc3)cs2)c1	5	14	-0.4	13	6.0	-10	-5	-0.4	0	3
CN(c1ccccc1)S(=O)(=O)c1ccc(C(=O)OCC(=O)NCc2ccco2)cc1	-3	33	nt	-5	-0.7	3	4	0.7	-1	2
CN(CCc1cnn(C)c1)C(=O)C1CCC(=O)N(CC2CCCCC2)C1 (stereo not drawn)	1	23	2.1	6	0.5	-24	-3	-0.1	-1	-3
Cc1ccc2nc(C3CCN(CC(=O)N4CCCCCC4)CC3)[nH]c2c1	-13	2	nt	4	0.3	-18	8	-0.7	4	4
Cc1ccccc1-n1nc(C(=O)O)c(C)c(C#N)c1=O	-1	15	nt	6	0.2	-7	-5	-5.0	1	3
CCOc1ccc(C(C(=O)NCC2CCCO2)N(Cc2cccnc2)C(=O)c2snc(C(N)=O)c2N)cc1 (stereo not drawn)	11	11	0.8	-2	1.1	-5	nt	-1.2	-2	3
CCOc1cc(N2CCOCC2)c(OCC)cc1NC(=O)C(NC(=O)c1ccco1)C(C)C (stereo not drawn)	3	3	nt	3	-2.3	4	6	0.4	0	-5
NC1=NC(=O)C2(COC(c3ccncc3)OC2)S1 (stereo not drawn)	4	14	-0.2	4	nt	-7	-3	-0.4	-7	6
OC1(c2ccccc2F)CCN(Cc2nnc(-c3ccccc3)o2)CC1	1	-4	nt	4	-0.5	-4	10	-0.4	-6	-4
CN1CC2([N+](=O)[O-])CC=C(Cl)C([N+](=O)[O-])(C1)C2 (stereo not drawn)	-5	8	0.4	23	-1.1	-1	5	-0.1	-1	-1
CCOc1cc(/C=C2/C(=N)N3C(=NC2=O)SN=C3S(=O)(=O)CC)ccc1OC(=O)c1ccco1	43	-7	-0.1	-8	0.4	-16	-12	i	nt	4
N#CCC(=O)Nn1c(=S)[nH]c2ccccc2c1=O	14	12	-0.7	10	-0.8	0	-9	1.6	2	0
CCCn1nc(C(=O)OCC(=O)c2ccc3c(c2)NC(=O)CO3)c2ccccc2c1=O	2	18	nt	-1	-0.8	-6	6	-0.8	-11	-1
Clc1cccc(C2NCc3ccccc3-n3cccc32)c1 (stereo not drawn)	0	-22	0.1	7	-0.7	2	0	-0.5	0	-3
Cc1cccc(C(=O)Nc2nccs2)c1[N+](=O)[O-]	2	-4	0.7	-1	2.4	-2	-10	-1.4	-2	-5
Cc1ccc2c(Cl)c(C)c(N3CCCC3)nc2n1	4	4	1.3	11	-1.4	-26	1	-0.2	0	4
CC(NC(=O)C1CC1)c1ccc(-c2ccccc2)cc1 (stereo not drawn)	9	8	0.7	0	-2.1	-29	4	-0.4	-12	2

Part of the list above, with each value named:
NC1=NC(=O)C2(COC(c3ccncc3)OC2)S1 (stereo not drawn)
  MazF activator: 4; VHR inh abs: 14; TcdB GH inh: -0.2; Y pestis TopoI: 4; PfHsp40 yeast: nt; PriA SSB inh: -7; Rv3671c protease: -3; Vc quorum ag: -0.4; Anthrax LF inh2: -7; SARS 3CLpro inh: 6
OC1(c2ccccc2F)CCN(Cc2nnc(-c3ccccc3)o2)CC1
  MazF activator: 1; VHR inh abs: -4; TcdB GH inh: nt; Y pestis TopoI: 4; PfHsp40 yeast: -0.5; PriA SSB inh: -4; Rv3671c protease: 10; Vc quorum ag: -0.4; Anthrax LF inh2: -6; SARS 3CLpro inh: -4

New compounds follow:
SMILES	MazF activator	VHR inh abs	TcdB GH inh	Y pestis TopoI	PfHsp40 yeast	PriA SSB inh	Rv3671c protease	Vc quorum ag	Anthrax LF inh2	SARS 3CLpro inh
Cc1cccc(Cn2c(-c3ccc[nH]c3=O)nc3ccccc32)c1	-11	-3	0.7	11	0.5	-1	1	-2.0	-7	4
CCCCOc1ccc(C(=O)N2CCCC2)cc1	6	-8	1.3	11	-0.7	-7	4	-0.2	0	0
Brc1c(CSc2nc3ccccc3o2)nc2ncccn12	4	30	nt	1	-1.8	-17	-1	-5.9	-3	5
Cc1cccc(NC(=O)c2ccc(S(=O)(=O)N3CC(C)OC(C)C3)cc2)n1 (stereo not drawn)	1	nt	0.9	6	-1.8	2	3	-1.1	0	nt
O=C(NC(=S)NC1CCCC1)c1ccccc1Br	3	-29	nt	9	0.4	-1	-7	i	2	1
CN(C)C(=O)c1c2c(nc3ccccc13)-c1ccccc1CC2	-3	32	nt	7	0.1	-23	-3	-3.1	3	-3
CCCN(CCC)c1nc(Cl)nc(NCCN2CCOCC2)n1	3	7	0.2	-7	-1.9	-2	1	-0.5	-1	0
C=CCn1c(COc2ccc(F)cc2)nnc1SCC(=O)NC1CCCC1	1	nt	1.6	-3	-3.3	-11	4	i	2	nt
O=[N+]([O-])c1ccc(/C=N/n2c(-c3cccnc3)n[nH]c2=S)cc1	1	13	nt	1	-0.1	nt	-17	0.0	-1	3
O=C(CN1CCOCC1)Nc1ccccc1Cl	4	16	nt	4	-1.1	-7	-7	i	5	-4
CC(C)(C)OC(=O)N1CCC(C(=O)N2CCCCCC2)CC1	8	0	nt	-9	-0.6	-16	5	i	3	-5
O=C(Nc1ccc(N2CCCCC2)c(C(=O)O)c1)c1ccco1	-1	6	nt	0	-1.7	-9	5	i	-2	-6
Cc1cccc(N2CCN(C(=O)NC3CCCCC3)CC2C)c1 (stereo not drawn)	5	2	3.2	-6	0.0	5	nt	0.6	-2	-3
Cn1ncc(Br)c1NC(=O)Nc1ccc(OC(F)(F)F)cc1	12	9	1.8	-3	-1.0	-19	-6	-0.5	-12	-9
CCc1n[nH]c(=S)n1/N=C/c1ccc(NC(C)=O)cc1	-8	14	2.0	-9	0.7	nt	5	-0.2	-3	1
CN(C)S(=O)(=O)c1cccc(NC(=O)COc2ccccc2C(=O)NCc2ccccc2)c1	5	nt	1.4	3	0.0	-6	nt	3.8	-1	nt
Nc1scc(-c2ccncc2)c1Cl	-4	38	nt	-6	-0.2	8	-7	5.6	0	3
CN1CCN(c2cccc3c2C(=O)c2ccccc2C3=O)CC1	-1	1	1.5	-27	0.4	2	nt	i	-2	0
COc1ccc(-n2cnc3cc(NS(=O)(=O)c4ccccc4)ccc32)cc1	5	-5	2.7	22	-0.9	1	-17	-0.3	-4	-3
CC1(C(=O)NS(=O)(=O)c2ccc(C#N)cc2)CCN1C(=O)Cc1ccsc1 (stereo not drawn)	nt	nt	0.6	-3	nt	nt	nt	i	-4	nt
COc1ccc(C2CC(c3cccc(C)c3)n3ncnc3N2)cc1 (stereo not drawn)	0	28	0.8	6	0.3	-7	3	-0.4	-2	-5
Cc1ccccc1CN(C)CCc1ccccn1	2	5	1.7	3	-0.3	0	7	i	-1	-1
CC1CCN(S(=O)(=O)N2CCC(C(=O)NC3CCCC3)CC2)CC1	10	10	2.6	10	-0.5	-6	-3	-0.4	-9	10
CCc1nc2ccc(C(=O)NCc3ccc4c(c3)OCO4)cn2c1N(C)Cc1cccs1	nt	nt	0.0	31	nt	nt	nt	-0.3	3	nt
Cc1ccc(S(=O)(=O)NC(=O)Nc2ccc(OC(F)F)cc2)cc1	8	-10	0.7	4	1.0	0	-3	0.4	nt	-5
O=C(c1cc(=O)[nH]c2ccccc12)N1CCN(Cc2ccc3c(c2)OCO3)CC1	0	nt	-1.3	2	-1.5	2	nt	0.7	2	nt
C/C(CCc1ccc2c(c1)OCO2)=N\NC(=O)c1ccccc1	0	-2	0.2	-3	-0.6	nt	2	-0.3	0	1
Cc1cccc(NS(=O)(=O)c2cccc(C(=O)NCC(c3ccco3)N3CCCCC3)c2)c1 (stereo not drawn)	1	nt	2.1	25	-0.7	2	5	1.7	-1	nt
COc1ccc(N2CCN(CC(=O)Nc3ccccc3C(=O)NC(C)c3ccccc3)CC2)cc1 (stereo not drawn)	5	nt	-6.2	31	nt	nt	nt	0.8	-3	nt
COc1cccc(CNC(=O)Cc2ccc(S(=O)(=O)N3CCOCC3)s2)c1	7	nt	-1.3	7	-0.8	-11	-1	i	-3	nt
Cc1c(C(=O)Nc2ccncc2)oc2c1C(=O)CC(C)(C)C2	2	2	-2.8	0	-0.2	1	-5	2.7	1	-2
CON(C)C(=O)CCN(Cc1ccccc1)C(=O)OC(C)(C)C	-6	nt	1.1	-8	1.4	2	-1	i	3	nt
CN(C)CC(CCCCC(CN(C)C)C(=O)c1ccccc1)C(=O)c1ccccc1 (stereo not drawn)	13	21	1.2	-2	-0.2	2	3	0.2	1	-2
Cc1ccccc1C(=O)NC(CC(C)C)C(=O)OCc1cc(=O)n2cc(Br)ccc2n1 (stereo not drawn)	6	-2	nt	17	-1.0	-15	-9	-0.2	0	4
Cc1ccccc1Cn1cnc2c(oc3ccccc32)c1=O	12	27	0.3	0	0.0	-2	-1	i	-5	2

Grouped by structure: the compounds so far with four or more nitrogen atoms
SMILES	MazF activator	VHR inh abs	TcdB GH inh	Y pestis TopoI	PfHsp40 yeast	PriA SSB inh	Rv3671c protease	Vc quorum ag	Anthrax LF inh2	SARS 3CLpro inh
Cc1nnc(SCC(=O)Nc2nccs2)s1	6	36	nt	7	-1.3	-8	4	i	-3	-2
Cc1cc(C)cc(-n2nnnc2SCC(=O)Nc2nc(-c3ccc(F)cc3)cs2)c1	5	14	-0.4	13	6.0	-10	-5	-0.4	0	3
CN(CCc1cnn(C)c1)C(=O)C1CCC(=O)N(CC2CCCCC2)C1 (stereo not drawn)	1	23	2.1	6	0.5	-24	-3	-0.1	-1	-3
Cc1ccc2nc(C3CCN(CC(=O)N4CCCCCC4)CC3)[nH]c2c1	-13	2	nt	4	0.3	-18	8	-0.7	4	4
CCOc1ccc(C(C(=O)NCC2CCCO2)N(Cc2cccnc2)C(=O)c2snc(C(N)=O)c2N)cc1 (stereo not drawn)	11	11	0.8	-2	1.1	-5	nt	-1.2	-2	3
CCOc1cc(/C=C2/C(=N)N3C(=NC2=O)SN=C3S(=O)(=O)CC)ccc1OC(=O)c1ccco1	43	-7	-0.1	-8	0.4	-16	-12	i	nt	4
N#CCC(=O)Nn1c(=S)[nH]c2ccccc2c1=O	14	12	-0.7	10	-0.8	0	-9	1.6	2	0
Brc1c(CSc2nc3ccccc3o2)nc2ncccn12	4	30	nt	1	-1.8	-17	-1	-5.9	-3	5
CCCN(CCC)c1nc(Cl)nc(NCCN2CCOCC2)n1	3	7	0.2	-7	-1.9	-2	1	-0.5	-1	0
C=CCn1c(COc2ccc(F)cc2)nnc1SCC(=O)NC1CCCC1	1	nt	1.6	-3	-3.3	-11	4	i	2	nt
O=[N+]([O-])c1ccc(/C=N/n2c(-c3cccnc3)n[nH]c2=S)cc1	1	13	nt	1	-0.1	nt	-17	0.0	-1	3
Cn1ncc(Br)c1NC(=O)Nc1ccc(OC(F)(F)F)cc1	12	9	1.8	-3	-1.0	-19	-6	-0.5	-12	-9
CCc1n[nH]c(=S)n1/N=C/c1ccc(NC(C)=O)cc1	-8	14	2.0	-9	0.7	nt	5	-0.2	-3	1
COc1ccc(C2CC(c3cccc(C)c3)n3ncnc3N2)cc1 (stereo not drawn)	0	28	0.8	6	0.3	-7	3	-0.4	-2	-5
CCc1nc2ccc(C(=O)NCc3ccc4c(c3)OCO4)cn2c1N(C)Cc1cccs1	nt	nt	0.0	31	nt	nt	nt	-0.3	3	nt
COc1ccc(N2CCN(CC(=O)Nc3ccccc3C(=O)NC(C)c3ccccc3)CC2)cc1 (stereo not drawn)	5	nt	-6.2	31	nt	nt	nt	0.8	-3	nt
